Screens as filed in PubChem BioAssay.
Lipid storage S3: qHTS Assay for Lipid Storage Modulators in Drosophila S3 Cells; actives 0.64% (n = 320,000); Drosophila S3 cells, BODIPY lipid droplet fluorescence, 18-24 h; cells fed with added oleic acid; Potency in µM for hits, for the others lipid storage change, negative = inhibition, % at the top dose, mostly 46.1 µM; active = well fitted inhibition curve with a large enough effect in the signal ratio, with a control signal flat, not every such curve was filed as active; inconclusive = small, poorly fitted or top-dose-only effect, or effect the other way, or a change in a side signal; the % refers to the signal ratio
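Drosophila S3 cells got compounds at several concentrations plus oleic acid (400 uM solution). Laser-scanning cytometry with 488 nm excitation read lipid droplets at 500-530 nm and cells at 575-640 nm. Percent activity was relative to 20 uM Triacsin C.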
Lipid storage S3 cell count max: also measured in Lipid storage S3; calls as there; cell number change, %; measured here: cell count max response;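 cells counted by Cell Tracker Red CMTPX staining in the red channel; peak over a dose series mostly up to 46.1 µM; percent activity relative to internal control wells on each plate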
Starred values were filed as active, the others as inactive; i = inactive; ? = inconclusive; / = no result given; [ ] = remark or other dose. % is scaled to controls: 0 for no effect and ±100 for the full control effect; potency is read from the fitted curve at half-maximal effect. An excerpt; the hit share may differ from the screen's.

SMILES	Lipid storage S3	Lipid storage S3 cell count max
O=C(NCCOc1nc(N2CCCCC2)nc(N2CCCCC2)n1)Nc1ccccc1	-2%	0
COc1ccc(N2C(=O)C3C(C2=O)C(C(=O)c2ccc(Cl)cc2)N2CCCC32)cc1 (centres undefined)	-14%	-1
COc1cc(NC(=O)Nc2ccccc2OC)c(OC)cc1NC(=O)CN1CCCCC1	-9%	-8
O=C(Nc1cccc(C(F)(F)F)c1)/C(=C/c1ccco1)NC(=O)c1cccs1	?	/
Cc1nc(N2CCCC2)c2ccsc2n1	6%	-27
Cc1cc2c(cc1C)C(=O)NC(C)(C)C2	?	/
CCc1nc(Sc2nc(C)cc(C)n2)c2oc3ccccc3c2n1	22%	-1
COC(=O)c1nc2n(n1)C(c1cccc(Cl)c1)C1=C(CCCC1=O)N2 (centres undefined)	0%	3
O=C(c1ccco1)N1CCN(C(=S)Nc2cccc([N+](=O)[O-])c2)CC1	-9%[9.22 µM]	-12
O=C(Nc1ccc2[nH]c(=S)sc2c1)c1ccccc1	20%	28
C=Cc1cccc(NC(=O)c2ccc(NC(=O)c3ccco3)cc2)c1	?	/
O=C(O/N=C1\CCS(=O)(=O)c2sccc21)C1CC1	?	/
Cc1ccccc1NS(=O)(=O)c1ccc2[nH]cc(C(=O)NC3CCCCC3)c(=O)c2c1	?	/
CC(=O)OCC(OC(C)=O)C(OC(C)=O)C(OC(C)=O)C(=O)Nc1ccc(C)cc1 (centres undefined)	?	/
COc1ccc(S(=O)(=O)Oc2ccc(C(=S)N3CCOCC3)cc2OC)cc1	i	-14
CN(C)c1ccc(/C=N/N(CCC(=O)NC(C)(C)C)C2=NS(=O)(=O)c3ccccc32)cc1	?	/
O=C(CCCl)Nc1cc(SCCO)cc([N+](=O)[O-])c1	?	/
CC(=O)Nc1nc2c(s1)CCc1ccccc1-2	?	/
CCOc1ccccc1NC(=O)COC(=O)CN(C)S(=O)(=O)c1ccc(C)cc1	?	/
O=C(c1ccc(Cl)cc1)C1CCCN(C(=O)c2csnn2)C1 (centres undefined)	13%	21
Cc1cc(C)nc(N/N=C/C(Cl)=C/c2ccccc2)n1	?	/
CCc1cc(-c2n[nH]c(=S)n2CC)cs1	?	/
CN(CC(=O)Nc1ccccc1Br)C(=O)COc1ccc2ccccc2c1	?	/
CCOc1ccc(N2C(=O)CSC2c2ccncc2)cc1 (centres undefined)	2%	-8
Cc1ccc(NC(=S)N2CCC(C(N)=O)(N3CCCCC3)CC2)c(C)c1	-5%	-4
O=C(CCN1CCc2ccccc2C1)Nc1ccc(F)cc1	?	/
O=c1[nH]c2c(c(=O)[nH]1)CCC2	?	/
CC(=O)Nc1ccc(Nc2nc(C)c([N+](=O)[O-])c(N(C)c3ccccc3)n2)cc1	?	/
Nc1c(-c2ccccc2)cnn1-c1ccccc1	i	-19
COc1ccc(-c2noc(CCC(=O)N3CCN(Cc4ccccc4)CC3)n2)cc1	?	/
COc1cccc(C(=O)NC(c2ccccc2)C2CCCC2)c1 (centres undefined)	?	/
C=CCN1C(=O)C2C3CC(=O)C(c4ccccc43)C2C1=O (centres undefined)	0%	14
Oc1ccccc1C1NN=C(c2ccccc2)S1 (centres undefined)	2%	-14
CSc1ccccc1C(=O)Nc1c(C)cccc1C	-2%	5
CCCCN(C)S(=O)(=O)c1ccc(C(=O)Nc2nnc(C3=COCCO3)o2)cc1	?	/
Cc1cc(C)c(S(=O)(=O)N2CCCC2=O)c(C)c1N(C)S(C)(=O)=O	?	/
CCSc1nnc(CSc2ncccn2)n1C	i	/
COc1ccc(CN2CCNC(=O)C2CC(=O)N2CCCN(C(C)=O)CC2)cc1OC (centres undefined)	0%	0
COCCCNC(=O)CC(NS(=O)(=O)c1ccc(Cl)cc1)c1ccco1 (centres undefined)	33µM*	/
O=C(OCc1csc(-c2ccccc2)n1)C1=NN(c2ccccc2)C(=O)CC1	i	8
Cc1ccc(CC(=O)CCc2ccccc2)cc1	?	/
Oc1ccccc1/C=N/NC1=NCCCCC1	?	/
Cc1ccc(Cn2c(SC(C)C(N)=O)nc3ccccc3c2=O)cc1 (centres undefined)	?	/
COc1ccccc1C1c2[nH]c3ccccc3c2CCN1Cc1ccc(NC(C)=O)s1 (centres undefined)	?	/
Clc1ccc(CON/C=N/c2ncnc3sccc23)cc1	-25%	/
CCNC(=S)N/N=C/c1cccc(/C=N/NC(=S)NCC)c1	1%	-11
COc1ccc2nc(/N=C(\N)NC(=O)Nc3ccccc3)nc(C)c2c1	?	/
O=C(CCNS(=O)(=O)c1ccccc1)OCC(=O)c1ccc(Cl)cc1	?	/
COc1ccc(C(=O)NCc2ccc3c(c2)cc(C)n3C)cc1	-9%	6
O=C(Nc1ccc(S(=O)(=O)Nc2ccc(F)cc2)cc1)c1ccc(CN2CCOCC2)cc1	?	/
More entries follow:
SMILES	Lipid storage S3	Lipid storage S3 cell count max
COc1cccc(CNC(=O)CCC2CCCN(C(=O)c3cccnc3SC)C2)c1 (centres undefined)	-20%	-16
Cc1ccc(S(=O)(=O)N(C)c2ccc(C(=O)NCCc3ccccc3)cc2)cc1	?	/
COc1ccc(/C=C/c2nc(-c3ccccc3O)n[nH]2)cc1OC	?	/
Cc1cc2cc(CNC(=O)c3ccc(C)c([N+](=O)[O-])c3)ccc2[nH]1	24%	15
C=C(C)COc1ccc(-c2n[nH]c(C)c2-c2ccc(Br)cc2)c(O)c1	?	/
C=CCSc1nc2c(c(=O)n(C)c(=O)n2C)n1CC	?	/
OC(CCN1CCOCC1)(c1ccc(Cl)cc1)C1CCCCC1 (centres undefined)	?	/
CCS(=O)(=O)N1CCC(C(=O)NCCc2ccc(OC)c(OC)c2)CC1	0%	18
O=C1CCCC2=C1C(c1cccs1)n1nc(SCc3ccccc3F)nc1N2 (centres undefined)	-3%	10
O=C(NC(=S)Nn1cnnc1)c1ccccc1Cl	-2%	11
Cc1nc2ccc(NC(=O)c3ccco3)cc2s1	26%	17
O=C(NCc1cccnc1)c1ccc(COc2ccccc2Cl)cc1	6%[9.22 µM]	17
COC(CNC(=O)C(=O)Nc1ccc2c(c1)N(S(=O)(=O)c1cccs1)CCC2)OC	?	/
COC(C[C@@H](O)[C@@H](C)[C@H](O)COCc1ccccc1)OC	?	/
Fc1ccc(Br)cc1SCCc1ccncc1	-6%	0
CC(=O)OCc1cc2cc(C)ccc2[nH]c1=O	23%	7
Cc1cc(NC(=O)CSc2nc3c(cc2C#N)CCC3)no1	?	/
O=C(CN(Cc1ccccc1F)C(=O)c1ccco1)NCc1ccc(F)cc1	13%	1
Cc1cc(C(=O)O[C@H]2[C@H](Cc3ccccc3)NS(=O)(=O)[C@H]3C[C@@H]4C=C[C@]23O4)ccc1[N+](=O)[O-]	?	/
Cc1cc(NC(=O)c2cccc(S(=O)(=O)N3c4ccccc4CC3C)c2)no1 (centres undefined)	5%	1
O=C(Nc1ccc(SC(F)F)cc1)c1cccc2nc3ccccc3nc12	?	/
CCOc1ccccc1N(CC(=O)N1CCOCC1)S(=O)(=O)c1ccc(SC)cc1	?	/
CN(CCCCN1CCOCC1)Cc1nc(-c2ccc3c(c2)OCO3)no1	7%	4
CC(=O)NCCc1nc2ccccc2[nH]1	-8%	-10
Cc1ccc(OCCNC(=O)C2CC(=O)N(c3ccc(C)cc3)C2)cc1 (centres undefined)	?	/
CC1CCCCC1NC(=O)COC(=O)c1ccccn1 (centres undefined)	-6%	0
O=C(Cn1cnc2c(nnn2Cc2ccccc2F)c1=O)N1CCN(c2ccccc2)CC1	7%	-2
CCCc1nc2n[nH]c(N)c2c2c1CCC2	?	/
CCCN1C(=O)c2ccccc2NC1c1ccc(Br)cc1 (centres undefined)	?	/
Nc1ccccc1C(=O)N1CCC(O)(c2ccc(Cl)cc2)CC1	?	/
CC(C)(C)C(C(=O)O)N1CCS(=O)(=O)CC1 (centres undefined)	?	/
O=C(N/C=C/c1ccccc1)Nc1ccc(Cl)cc1	?	/
O=C(Nc1ccc2c(c1)OCCO2)C1CCCN(c2ncccn2)C1 (centres undefined)	?	/
CC(C)(Oc1ccc(-c2ccco2)cc1)C(=O)O	3%	9
CCc1ccc(S(=O)(=O)NCCc2cn3ccccc3n2)s1	-3%	-5
COc1ccc(NC(=O)Cn2c3ccccc3c3nc4n(c(=O)c32)CCS4)cc1	?	/
O=C(CN1CCN(Cc2ccccc2)CC1)N/N=C/C=C/c1ccco1	?	/
CCOc1ccc(NC(=O)c2cc3ccccc3cc2OC)cc1	i	/
CCN(CC)c1ccc(NC(=O)Nc2cccc(C(C)=O)c2)cc1	17%	-18
O=C(NC1CCCCC1)c1ccc(N2CCCC2=O)cc1	?	/

Single records, from the list above:
CCN(CC)c1ccc(NC(=O)Nc2cccc(C(C)=O)c2)cc1 reads Lipid storage S3 = 17%; Lipid storage S3 cell count max = -18
CCc1ccc(S(=O)(=O)NCCc2cn3ccccc3n2)s1 reads Lipid storage S3 = -3%; Lipid storage S3 cell count max = -5
O=C(N/C=C/c1ccccc1)Nc1ccc(Cl)cc1 reads Lipid storage S3 = ?; Lipid storage S3 cell count max = /

(next part)
SMILES	Lipid storage S3	Lipid storage S3 cell count max
CCOc1ccc(S(=O)(=O)NCCC(=O)OCN2C(=O)c3ccccc3C2=O)cc1	?	/
COc1ccc(NC2=Nc3ccccc3N3C2=Nc2c(c(C)nn2-c2ccc(C)cc2)C3c2cccnc2)cc1 (centres undefined)	?	/
Cc1cccc2sc(NC(=O)C3CCCN(S(=O)(=O)c4cccc5nonc45)C3)nc12 (centres undefined)	?	/
CCc1nnc(NC(=O)CSc2nnc(-c3cc4ccccc4cc3O)n2CCOC)s1	?	/
COC(=O)c1cc(NCc2c(F)cccc2Cl)ccc1N1CCOCC1	?	/
CCOc1ccc2c(c1)c(N=Nc1cccc(C(=O)O)c1)c(O)n2C	?	/
Cc1cc2nc(C)n(CCCNC(=O)Nc3cccc4ccccc34)c2cc1C	?	/
Cc1nc(NC(=O)C2CCCC2)sc1Cc1ccc2c(c1)OCO2	?	/
CC(=O)N1c2c(cc(Br)cc2S(=O)(=O)N2CCN(C(=O)c3ccco3)CC2)CC1C (centres undefined)	-13%	-17
COc1cc(/C=C(/C#N)c2ccc(F)cc2)ccc1Oc1ccc([N+](=O)[O-])cn1	?	/

An excerpt from above in order of heavy-atom count, falling.
SMILES	Lipid storage S3	Lipid storage S3 cell count max
COc1ccc(NC2=Nc3ccccc3N3C2=Nc2c(c(C)nn2-c2ccc(C)cc2)C3c2cccnc2)cc1 (centres undefined)	?	/
CCc1nnc(NC(=O)CSc2nnc(-c3cc4ccccc4cc3O)n2CCOC)s1	?	/
Cc1cccc2sc(NC(=O)C3CCCN(S(=O)(=O)c4cccc5nonc45)C3)nc12 (centres undefined)	?	/
CCOc1ccc(S(=O)(=O)NCCC(=O)OCN2C(=O)c3ccccc3C2=O)cc1	?	/
Cc1cc2nc(C)n(CCCNC(=O)Nc3cccc4ccccc34)c2cc1C	?	/
CCOc1ccc2c(c1)c(N=Nc1cccc(C(=O)O)c1)c(O)n2C	?	/
Cc1nc(NC(=O)C2CCCC2)sc1Cc1ccc2c(c1)OCO2	?	/

(list continues)
SMILES	Lipid storage S3	Lipid storage S3 cell count max
Cc1ccc(NC(=O)CN2C(=O)S/C(=C/c3ccc(O)c([N+](=O)[O-])c3)C2=O)cc1C	-12%	-9
N#CCC(=O)Nc1ccc(C(=O)N2CCN(S(=O)(=O)c3ccc4ccccc4c3)CC2)cc1	?	/
CC1CCN(CCC(=O)NN)CC1	2%	1
COc1cccc(NC(=O)C2CC(=O)OC23CCOC(C)(C)C3)c1 (centres undefined)	?	/
O=C(NCc1ccco1)c1ccc(=O)oc1	?	/
Cc1ccc(NC(=O)CN2CCc3cc4c(cc3C2)OCCCO4)cc1	i	-13
S=c1[nH]nc(-c2ccncc2)n1/N=C/C(Cl)=C\c1ccccc1	?	/
CCOc1ccc(-n2c(Cc3cc(=O)[nH]c(=O)[nH]3)nnc2SCc2cccnc2)cc1	?	/
O=C(CN1CCN(C(=O)C2CCCO2)CC1)Nc1cc(Cl)ccc1Cl (centres undefined)	?	/
COc1ccc(CCNc2c([N+](=O)[O-])ncn2C)cc1OC	?	/
N#CCCN1CCN(S(=O)(=O)c2ccc(C#N)cc2)CC1	-3%	0
COC(=O)[C@]1(CC(C)C)N[C@H](c2ccc(SC3CCCCC3)c(OC)c2)[C@@H]2C(=O)N(C)C(=O)[C@@H]21	?	/
Cc1cc(NNC(=O)Nc2cccc(Cl)c2)nc2c1c(C)nn2C	?	/
COc1ccc(CN(C(=O)CN2C(=O)NC3(CCC(C)CC3)C2=O)C(C)Cc2cccs2)cc1 (centres undefined)	?	/
O=c1[nH]c(NCCO)nc2c1C1(CCCC1)Cc1ccccc1-2	-16%	10
NS(=O)(=O)c1ccc(NC(=O)COC(=O)Cc2ccc(Cl)cc2)cc1	-6%	11
CCc1cccc(CC)c1NC(=O)CSc1nnc(C2CC2)n1C	?	/
O=C(Nc1ccccc1)Nc1cccc(-c2nnco2)c1	?	/
Cc1cnc(C(=O)OCC(=O)NC2CCCC(C)C2C)cn1 (centres undefined)	?	/
CC(C)NC(=S)N1CCN(S(C)(=O)=O)CC1	?	/
COCCNC(=O)CN(Cc1ccccc1)C(=O)CCC(=O)Nc1nccs1	?	/
COc1ccc(C(=O)NC(=S)N2CCC(C)CC2)cc1Br	i[0.369 µM]	-12
c1ccc(NCc2nc(-c3ccccc3)no2)cc1	i	/
